Bioassay records (PubChem)
HP1b chromo inh: HTS for Inhibitors of HP1-beta Chromodomain Interactions with Methylated Histone Tails. AlphaScreen HP1-beta / biotin-H3K9me3 peptide binding. Potency, µM (doses to about 114 µM), for the others: top-dose activity change, negative = inhibition, actives largely listed as inhibitors. 0.56% of 390,000 active. Chromobox protein homolog 1 (Homo sapiens), P83916. AID 540317, 2011; also: potency is read from the fitted curve at half-maximal effect; nearly all actives have a fitted effect of over 70% in size; inactives centre near 23
Target sequence (P83916 whole entry, looked up): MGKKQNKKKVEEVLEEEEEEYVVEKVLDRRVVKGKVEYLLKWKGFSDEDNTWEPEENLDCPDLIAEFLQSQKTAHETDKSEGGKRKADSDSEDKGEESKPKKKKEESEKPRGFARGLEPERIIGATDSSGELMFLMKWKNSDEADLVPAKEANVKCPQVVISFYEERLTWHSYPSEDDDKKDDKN
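Compound inhibition of the preformed complex between 50 nM HP1-beta and 50 nM biotinylated H3K9me3 peptide was read by AlphaScreen. Buffer was PBS pH 7.4 with 0.01% Tween-20. Incubations ran 30 min at room temperature, with 10 ug/mL donor/acceptor beads.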
GLS inhibitor: qHTS for Inhibitors of Glutaminase (GLS); Glutaminase kidney isoform, mitochondrial (Homo sapiens), O94925; GLS enzymatic activity, qHTS titration; Potency, µM (top dose mostly 45.5 µM), for inactives: at the top dose activity change, negative = inhibition, usual class: inhibitors; 0.21% of 410,000 active; AID 624170, 2012; also: potency is read from the fitted curve at half-maximal effect; % is scaled to controls: 0 for no effect and ±100 for the full control effect
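Enzyme dispensed in phosphate buffer (45 mM, pH 8.2, 0.02% Tween-20), compounds pinned in, then 1 mM L-glutamine solution and the glutamate oxidase–HRP–Amplex Red mix added; fluorescence read immediately and again after 30 min at room temperature.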
PGK inhibitor: qHTS Assay to Find Inhibitors of Phosphoglycerate Kinase; PGK/GAPDH coupled, Kinase-Glo luminescence, 60 min; Potency, µM (top dose mostly 57.5 µM), without a hit: top-dose activity change, negative = inhibition, most hits filed as inhibitors; 0.043% of 380,000 active; also: potency is read from the fitted curve at half-maximal effect; % is scaled to controls: 0 for no effect and ±100 for the full control effect; nearly all actives have a fitted effect of over 60% in size
Target sequence (P07378 whole entry, looked up): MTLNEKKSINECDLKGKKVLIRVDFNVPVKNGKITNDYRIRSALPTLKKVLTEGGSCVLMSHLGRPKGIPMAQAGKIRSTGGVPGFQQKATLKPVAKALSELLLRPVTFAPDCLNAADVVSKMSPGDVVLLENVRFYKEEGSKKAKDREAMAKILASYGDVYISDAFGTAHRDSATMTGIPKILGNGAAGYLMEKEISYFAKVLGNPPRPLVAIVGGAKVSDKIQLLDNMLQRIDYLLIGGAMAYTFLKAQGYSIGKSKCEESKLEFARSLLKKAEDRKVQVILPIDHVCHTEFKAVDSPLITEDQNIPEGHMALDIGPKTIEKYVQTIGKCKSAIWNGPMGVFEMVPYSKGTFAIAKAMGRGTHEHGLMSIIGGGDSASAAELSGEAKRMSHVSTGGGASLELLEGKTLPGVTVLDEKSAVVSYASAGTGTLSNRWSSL
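Luminescent ATP detection (Kinase-Glo Plus) follows a 60-minute room-temperature incubation, with wells lacking PGK as controls. Buffer: 100 mM TEA (pH 7.6), 5 mM MgCl2, 0.01% Tween-20. Coupling enzyme GAPDH (100 nM final) supplies unstable 1,3-BPG in-well.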
USP1 inh: Inhibitors of USP1/UAF1: Primary Screen | Ubiquitin carboxyl-terminal hydrolase 1 (Homo sapiens), O94782 | recombinant USP1/UAF1, Ub-Rhodamine cleavage fluorescence | Potency, µM (doses to about 57.1 µM), for inactives: at the top dose activity change, negative = inhibition, hits mostly inhibitors | 0.23% of 390,000 active; also: potency is read from the fitted curve at half-maximal effect; % is scaled to controls: 0 for no effect and ±100 for the full control effect; nearly all actives have a fitted effect of over 60% in size; inactives centre near -12
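High-throughput fluorogenic screen: 1nM USP1/UAF1 complex, Ub-Rho substrate 150nM final, 50mM HEPES pH 7.8 with 0.5mM EDTA, 0.1 mg/ml BSA, 1mM TCEP and 0.01% Tween-20.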
Pin1 inhibitor: qHTS Assay to Find Inhibitors of Pin1. Pin1 FP peptide displacement, HiFluor488, 10 min. Potency, µM (highest dose often 115 µM), without a hit: top-dose activity, negative = inhibition, most hits filed as inhibitors. 0.009% of 390,000 active; active = well fitted inhibition curve with a large enough effect in the polarisation, with a control signal flat, not every such curve was filed as active; inconclusive = small, poorly fitted or top-dose-only effect, or effect the other way, or a change in a side signal; inactive = no such curve, though single readings can be large or run the other way; the % refers to the polarisation; also: potency is read from the fitted curve at half-maximal effect; % is scaled to controls: 0 for no effect and ±100 for the full control effect
PI4K2A block: qHTS for small molecular inhibitors of PI4K2A. purified PI4K2A, ADP-Glo luminescence, 1 h; active compounds read low. activity change, negative = inhibition, % at 76.9 µM. 0.13% of 420,000 active. AID 1346378, 2018; in the data active = activity change below about -50%; inconclusive = mostly about -30% to -49%;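 also: -100% = wells without enzyme as full effect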
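In this quantitative HTS, ADP production by PI4K2A was quantified luminescently after 1 h at ambient temperature; 100 microM adenosine served as plate-quality control.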
TrxR1 substrate: qHTS Assay for Substrates of Mammalian Selenoprotein Thioredoxin Reductase 1 (TrxR1): qHTS. AID 588456, 2011. 0.01% of 390,000 active. Thioredoxin reductase 1, cytoplasmic (Rattus norvegicus), O89049. Potency, µM (top dose mostly 114 µM), for the others: at the top dose activity change, negative = substrate turnover. purified TrxR1 substrate turnover, NADPH consumption readout; also: potency is read from the fitted curve at half-maximal effect; % is scaled to controls: 0 for no effect and ±100 for the full control effect; nearly all actives have a fitted effect of over 50% in size
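Rat TrxR1, dispensed at 90 nM, was prereduced with 400 uM NADPH (final) for 5 min at ~22 deg C, then incubated with compound 15 min before 400 uM selenite. A first-read NADPH fluorescence drop versus no-compound background flagged substrates.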
IDH1 R132H inh: qHTS for Inhibitors of mutant isocitrate dehydrogenase 1 (IDH1): qHTS; Isocitrate dehydrogenase [NADP] cytoplasmic (Homo sapiens), O75874; IDH1-R132H enzyme, NADPH consumption, diaphorase/resazurin fluorescence; Potency, µM (highest dose often 76.6 µM), for the others: top-dose activity change, negative = inhibition, actives largely listed as inhibitors; 0.093% of 390,000 active; also: potency is read from the fitted curve at half-maximal effect; % is scaled to controls: 0 for no effect and ±100 for the full control effect; nearly all actives have a fitted effect of over 65% in size
Target sequence (O75874 whole entry R132H, stated change not applied): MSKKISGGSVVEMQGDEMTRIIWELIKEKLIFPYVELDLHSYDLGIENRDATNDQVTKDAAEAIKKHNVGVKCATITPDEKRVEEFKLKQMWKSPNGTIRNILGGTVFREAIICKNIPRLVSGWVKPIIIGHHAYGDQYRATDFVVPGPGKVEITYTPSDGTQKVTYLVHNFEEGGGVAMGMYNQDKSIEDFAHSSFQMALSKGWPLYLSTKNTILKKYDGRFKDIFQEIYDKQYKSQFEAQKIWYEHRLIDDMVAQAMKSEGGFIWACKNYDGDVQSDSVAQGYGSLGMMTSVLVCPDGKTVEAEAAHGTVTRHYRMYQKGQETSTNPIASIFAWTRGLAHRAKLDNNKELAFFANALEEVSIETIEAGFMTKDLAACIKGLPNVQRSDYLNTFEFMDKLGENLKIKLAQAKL
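IDH1-R132H (0.5 ug/mL) preincubated 30 min with compound, then NADPH (0.016 mM) and alpha-KG (2 mM) added; 80 min at RT, pH 7.5. Remaining NADPH coupled via diaphorase/resazurin to fluorescence (540/590 nm); concentration-response curves normalized to no-enzyme control.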
TrxR1 inh: qHTS Assay for Inhibitors of Mammalian Selenoprotein Thioredoxin Reductase 1 (TrxR1): qHTS; recombinant rTrxR1, NADPH fluorescence consumption, selenite substrate; 1% of 390,000 active; Thioredoxin reductase 1, cytoplasmic (Rattus norvegicus), O89049; Potency, µM (doses to about 114 µM), for inactives: at the top dose activity change, negative = inhibition, hits mostly inhibitors; also: potency is read from the fitted curve at half-maximal effect; % is scaled to controls: 0 for no effect and ±100 for the full control effect; nearly all actives have a fitted effect of over 65% in size
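Rat TrxR1 (90 nM in the dispensed reagent) was pre-reduced with 400 uM NADPH for 5 min at room temperature, then incubated with compound for 15 min. After 400 uM selenite was added, NADPH fluorescence (Ex 340/Em 450 nm) was followed for 8 min.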
* hit, by the source's call; i = inactive; ? = inconclusive; . = no result given; [ ] = dose if it differs, or a comment. Unless noted, calls follow the shape of the dose curve; as a rule, active = well fitted curve in the direction sought with a large enough effect; inconclusive = small, poorly fitted or top-dose-only effect, or another doubt; inactive = no such curve, though single readings can be large; an effect the other way counts as inactive or inconclusive.

SMILES	HP1b chromo inh	GLS inhibitor	PGK inhibitor	USP1 inh	Pin1 inhibitor	PI4K2A block	TrxR1 substrate	IDH1 R132H inh	TrxR1 inh
COc1ccccc1C(CNC(=O)c1cccc(S(=O)(=O)N2c3ccccc3CC2C)c1)N(C)C (centres undefined)	46%[activator]	2%	i	-9%	-3%	-4	10%	14%	9%
N#C/C(=C\c1ccc(-c2ccccc2[N+](=O)[O-])o1)C(=O)N1CCOCC1	11%	14%	2%	-1%	0%	19	-15%	-13%	-26%
COc1cc(C2C3=C(CC(C)(C)CC3=O)Nc3c2c(=O)[nH]c(=O)n3Cc2ccccc2)ccc1O (centres undefined)	17%	-13%	6%	-6%	5%	-3	-7%	7%	-20%
COc1cc(OC)c(OC)cc1/C=C1\CC(C)C/C(=C\c2cc(OC)c(OC)cc2OC)C1=O (centres undefined)	?	-6%	-2%	35µM*	?	0	-8%	-21%	0%
Cc1ccc(-n2nc(C)c(/C=N/NC(=O)c3cccs3)c2Cl)cc1	23%	-2%	-7%	-9%	21%	4	7%	0%	7%
CCOC(=O)N1CCN(C(=S)NC(=O)c2cccc(OC)c2)CC1	20%	-5%	i	2%	0%	-1	7%	12%	4%
CCSc1ccc2c(c1)N(CCCN1CCN(C)CC1)c1ccccc1S2	?	8%	3%	13%	3%	1	-5%	-13%	-4%
COc1ccccc1N1CCN(c2ccc([N+](=O)[O-])nc2)CC1	26%	10%	-4%	-25%	-2%	-5	-7%	-13%	0%
CC1(C)CC(=O)C(C(C2=C(O)CC(C)(C)CC2=O)c2ccc(O)c([N+](=O)[O-])c2)=C(O)C1	20%	-1%	-2%	-14%	-1%	-14	-7%	-3%	13µM*
CCOc1ccc(NC(=O)C(C)Sc2nnc3cc(C)c4ccccc4n23)cc1 (centres undefined)	49%[activator]	-2%	i	-6%	?	0	-3%	-5%	14%
CCN(CC)c1ccc(C=Nc2ccccc2C)c(O)c1	27%	1%	5%	0%	9%	-1	-12%	7%	-19%
CS(=O)(=O)c1ccccc1-c1nnc(NC(=O)c2ccco2)o1	14%	3%	10%	-1%	0%	-4	-1%	1%	-4%
C=CCn1c2ccccc2c2nnc(SCC(=O)Nc3cc(C)on3)nc21	37%	0%	-1%	-19%	5%	-8	10%[57.1 µM]	1%	13%[57.1 µM]
N#Cc1cnn(-c2ncnc3sc(-c4ccccc4)cc23)c1N	33%	3%	1%	-1%	5%	5	3%	11%	-1%
CCc1cccc(C)c1NC(=O)Cn1nnc(-c2nc(-c3ccccc3F)no2)c1N	44%	4%	2%	2%	30%[activator]	-9	-1%	2%	13%
C=C(C)CNC(=S)Nc1sc2c(c1C(=O)OCC)CC(C)(C)OC2	-36%	-16%	-9%	-5%	-6%	4	-12%	6%	0%[57.1 µM]
COc1ccccc1CCc1nnc(CCC(=O)NCCCOc2cccnc2)o1	24%	-1%	-1%	-12%	-2%	-5	-1%	4%	12%
CC(C)c1nnc(NC(=O)CCC(=O)NC2CCCCCC2)s1	35%	-4%	-5%	-21%	-1%	-24	1%	-3%	17%
Cc1ccc(-n2nnnc2SC(C)C(=O)Nc2ccc(Cl)cn2)cc1 (centres undefined)	36%[activator]	-5%	-1%	-23%	2%	-4	11%	2%	32%
Fc1ccc(OCc2nc(-c3cccs3)no2)cc1	129%[activator]	1%	4%	-21%	-3%	-7	8%[57.1 µM]	0%	19%
CN(C(=O)COC(=O)CNC(=O)c1ccccc1Cl)c1ccccc1	36%	3%	4%	-13%	8%	3	12%[57.1 µM]	3%	18%[57.1 µM]
O=C1OC(/C=C/c2ccccc2)=NC/1=C/C=C/c1ccccc1	0%	12%	i	-4%	2%	-1	-6%	-1%	?
CC(C)NC(=O)CCS(=O)(=O)c1ccc(Br)s1	4%	-3%	-3%	-12%	-3%	3	-3%	-3%	7%
O=[N+]([O-])c1ccc(Sc2ccccc2Cl)nc1	-19%	-15%	i	0%	-11%	6	-13%	3%	-23%
COc1ccc(S(=O)(=O)Nc2cccc3c2O[C@@H](CN(C)Cc2ccc(C(=O)O)cc2)[C@@H](C)CN([C@H](C)CO)C3=O)cc1	40%[activator]	-12%	0%	?	-2%	-8	4%[57.1 µM]	2%	-11%[57.1 µM]
Next section
SMILES	HP1b chromo inh	GLS inhibitor	PGK inhibitor	USP1 inh	Pin1 inhibitor	PI4K2A block	TrxR1 substrate	IDH1 R132H inh	TrxR1 inh
Cc1cc(NCc2ccccc2)nc(-c2ccccc2O)n1	195%	6%	0%	-32%	?	1	46%[activator]	2%	28%
O=C(NC1CCCCC1)c1ccc2c(c1)N(Cc1ccccc1F)C(=O)c1ccccc1S2	30%	2%	i	-13%	16%	-4	2%[57.1 µM]	7%	12%[57.1 µM]
O=C1CCC(C(=O)OCC(=O)Nc2cc(Cl)ccc2F)=NN1	13%	12%	0%	-17%	2%	7	11%[57.1 µM]	-3%	15%
CCOc1ccc(NS(=O)(=O)c2ccc(-c3cnc(C4CC4)o3)cc2)cc1	-6%[57 µM]	-2%	3%	-25%	?	-6	-4%	-8%	12%
Cc1nc2ccccn2c1C(=O)N=Nc1c(O)[nH]c2ccccc12	38%	-7%	6%	-9%	1%	5	2%[57.1 µM]	3%	4%[57.1 µM]
N#Cc1ccsc1NC(=O)c1ccc(Cl)c([N+](=O)[O-])c1	4%	10%	-10%	-17%	10%	-5	7%	11%	10%
CCCS(=O)(=O)N1CCCC(C(=O)N2CCN(c3ccccc3)CC2)C1 (centres undefined)	34%	28%	2%	-7%	-5%	-2	-1%	0%	-8%
O=C(NCCOc1ccc(F)cc1)C1CCC(=O)N(CCc2ccccn2)C1 (centres undefined)	19%	-11%	i	-14%	3%	-6	-7%	3%	-4%
Cc1cc(=O)[nH]c(SCc2cccc(Br)c2)n1	28%	9%	-3%	-12%	8%	-5	-6%	4%	10%[57.1 µM]
CC#CC(=O)NC1CCCN(C2Cc3ccccc3C2)C1 (centres undefined)	32%[activator]	0%	7%	-10%	-2%	0	2%	-3%	2%
CCOCCCNc1nc(C(F)(F)F)nc2c1nnn2Cc1ccccc1Cl	8%	-14%	.	-22%	0%	-4	-1%	6%	16%
CC(C)(C)c1nnc2sc(SCC(=O)c3ccc4c(c3)OCCO4)nn2c1=O	14%	-5%	-4%	-28%	28%	-1	-18%	-1%	-26%
O=C(CN1CCN(S(=O)(=O)c2ccccc2F)CC1)N1CCc2ccccc2C1	-26%	3%	-7%	-6%	-21%	-2	-12%	0%	9%[57.1 µM]
COc1c(F)c(F)c(C(=O)Nc2ccc(NC(=O)c3ccco3)cc2)c(F)c1F	5%	1%	-3%	-17%	21%	-14	6%[57.1 µM]	5%	8%[57.1 µM]
CCN(CC(=O)Nc1ccc(S(N)(=O)=O)cc1)S(=O)(=O)c1cc(C)ccc1OC	22%	5%	3%	-12%	-4%	-10	-3%	2%	-1%[57.1 µM]
Cc1cccnc1NC(=O)C(C)Oc1ccccc1 (centres undefined)	20%	3%	9%	-5%	-13%	-1	-1%	21%	10%
O=C(NCC(=O)N1CCN(C(=O)c2ccccc2)CC1)c1ccccc1	21%	4%	-2%	0%	-15%	0	-13%	13%	-4%
CC1CCN(C(=O)CSc2nnc(-c3ccccc3)o2)CC1	19%	-7%	-5%	-16%	-3%	0	?	2%	-34%
O=C(c1ccco1)N1CCN(c2ncccn2)CC1	30%	-7%	-5%	-17%	1%	-2	6%	8%	12%[57.1 µM]
COC(=O)c1ccc(COc2ccc(C3C4=C(CCCC4=O)Nc4onc(C)c43)cc2)cc1 (centres undefined)	-10%	8%	-17%	-17%	55%[activator]	-14	30%	0%	9%
Cc1ccc(NC2=C(Cl)C(=O)OC2OC(=O)c2ccco2)cc1 (centres undefined)	17%	20%	.	-13%	-9%	5	-1%	1%	?
O=C(CN1CCCCCC1)NCCc1ccc(F)cc1	?	26%	.	-7%	-5%	1	12%	0%	33%
Cc1ccc(-n2c(=O)c3sccc3n(CC(=O)NC3CCCCC3)c2=O)cc1	20%	1%	0%	?	11%	11	6%	0%	16%

Compound profiles, from the list above. Order of values: HP1b chromo inh	GLS inhibitor	PGK inhibitor	USP1 inh	Pin1 inhibitor	PI4K2A block	TrxR1 substrate	IDH1 R132H inh	TrxR1 inh
Shown for Cc1ccc(-n2c(=O)c3sccc3n(CC(=O)NC3CCCCC3)c2=O)cc1 → 20%	1%	0%	?	11%	11	6%	0%	16%
Shown for COc1c(F)c(F)c(C(=O)Nc2ccc(NC(=O)c3ccco3)cc2)c(F)c1F → 5%	1%	-3%	-17%	21%	-14	6%[57.1 µM]	5%	8%[57.1 µM]
Shown for CC#CC(=O)NC1CCCN(C2Cc3ccccc3C2)C1 (centres undefined) → 32%[activator]	0%	7%	-10%	-2%	0	2%	-3%	2%

This is a subset, so the mix of outcomes need not match the whole.
